Screening data deposited in PubChem BioAssay by National Center for Advancing Translational Sciences (NCATS).
Tau FP inhib – qHTS for Inhibitors of Tau Fibril Formation, Fluorescence Polarization; Potency, µM (doses to about 57.7 µM), for the others: at the highest dose activity, negative = inhibition, actives largely listed as inhibitors; 280,000 tested, 0.39% active; K18 P301L tau heparin fibrillization, Alexa594 FP, 6 h; Microtubule-associated protein tau (Homo sapiens), P10636; note: nearly all actives have a fitted effect of over 55% in size
Target sequence (P10636 561-689 P618L limits assumed): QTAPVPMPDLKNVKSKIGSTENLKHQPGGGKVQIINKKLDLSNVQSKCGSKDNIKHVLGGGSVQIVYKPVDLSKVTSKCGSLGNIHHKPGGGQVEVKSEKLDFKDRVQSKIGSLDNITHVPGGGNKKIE
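Recombinant K18 P301L […], labeled with Alexa 594 at 0.24 uM over 15 uM unlabeled; heparin inducer 20 uM final; 37 C, 6 hr; FP endpoint.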
ALDH1A1 inh – qHTS Assay for Inhibitors of Aldehyde Dehydrogenase 1 (ALDH1A1) | 220,000 tested, 7.3% active | Aldehyde dehydrogenase 1A1 (Homo sapiens), P00352 | Potency, µM (titrated, usually from 75.3 µM), for inactives: top-dose activity, negative = inhibition, hits mostly inhibitors | Purified ALDH1A1, NADH fluorescence, propionaldehyde substrate; active = well fitted inhibition curve with a large enough effect, not every such curve was filed as active; inconclusive = small, poorly fitted or top-dose-only effect, or another doubt; inactive = no such curve, though single readings can be large or run the other way;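 note: plate controls were no enzyme wells and a reference inhibitor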
TRb SRC2 PPI – qHTS for Inhibitors of the Interaction of Thyroid Hormone Receptor and Steroid Receptor Coregulator 2; Thyroid hormone receptor beta (Homo sapiens), P10828; 280,000 tested, 0.065% active; Potency, µM (titrated, usually from 106 µM), without a hit: top-dose activity change, negative = inhibition, actives largely listed as inhibitors; TRbeta-SRC2 peptide binding, fluorescence polarization; receptor liganded with 1 µM T3;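 note: plate controls were bound peptide for no effect and peptide without receptor for full effect; nearly all actives have a fitted effect of over 50% in size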
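Read-out is fluorescence polarization (555 nm excitation, 632 nm emission) of a Texas Red SRC2 coactivator peptide; loss of signal reflects blocked binding to human TRb ligand-binding domain in the presence of 1 uM T3.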
L3MBTL1 inh – qHTS Assay for the Inhibitors of L3MBTL1. Lethal(3)malignant brain tumor-like protein 1 (Homo sapiens), Q9Y468. AlphaScreen L3MBTL1–H3K9me1 peptide binding. Potency, µM (highest dose often 57.1 µM), for the others: top-dose activity, negative = inhibition, most hits filed as inhibitors. 230,000 tested, 0.66% active. AID 485360, 2010; note: nearly all actives have a fitted effect of over 60% in size
Target sequence (Q9Y468 whole entry, looked up): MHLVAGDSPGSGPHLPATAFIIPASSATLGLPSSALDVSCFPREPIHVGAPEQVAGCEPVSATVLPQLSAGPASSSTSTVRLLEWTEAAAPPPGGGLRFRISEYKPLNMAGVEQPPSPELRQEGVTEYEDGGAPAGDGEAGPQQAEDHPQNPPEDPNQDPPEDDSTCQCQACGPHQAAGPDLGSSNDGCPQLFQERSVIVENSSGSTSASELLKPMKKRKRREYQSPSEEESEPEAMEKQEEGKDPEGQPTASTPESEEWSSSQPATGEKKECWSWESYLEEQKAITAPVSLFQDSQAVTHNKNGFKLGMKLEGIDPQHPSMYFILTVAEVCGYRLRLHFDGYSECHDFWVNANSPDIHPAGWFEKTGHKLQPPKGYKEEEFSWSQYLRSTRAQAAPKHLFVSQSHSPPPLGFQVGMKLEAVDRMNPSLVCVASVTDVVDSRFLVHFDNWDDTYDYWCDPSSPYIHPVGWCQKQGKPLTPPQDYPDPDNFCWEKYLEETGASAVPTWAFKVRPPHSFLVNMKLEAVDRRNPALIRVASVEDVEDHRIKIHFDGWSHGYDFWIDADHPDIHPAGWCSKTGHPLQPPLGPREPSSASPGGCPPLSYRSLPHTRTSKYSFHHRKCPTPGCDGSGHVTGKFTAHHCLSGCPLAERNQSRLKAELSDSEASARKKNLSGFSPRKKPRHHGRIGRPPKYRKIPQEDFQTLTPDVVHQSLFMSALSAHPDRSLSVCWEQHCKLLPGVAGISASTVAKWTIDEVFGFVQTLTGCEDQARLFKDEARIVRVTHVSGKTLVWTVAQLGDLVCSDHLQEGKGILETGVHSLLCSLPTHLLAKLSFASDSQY
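AlphaScreen assay: L3MBTL1 (50 nM final) was preincubated 30 min at room temperature with biotinylated H3(1-15)K9me1 peptide (75 nM final), then 30 min with library compounds; streptavidin donor and nickel chelate acceptor beads (10 ug/mL final) added, 30 min dark.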
Tau ThT inhib – qHTS for Inhibitors of Tau Fibril Formation, Thioflavin T Binding; recombinant tau K18 P301L, heparin-induced fibrillization, ThT fluorescence; Potency, µM (highest dose often 57.4 µM), without a hit: top-dose activity, negative = inhibition, usual class: inhibitors; 270,000 tested, 2.1% active; AID 1460, 2008; note: nearly all actives have a fitted effect of over 55% in size
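Recombinant human tau K18 fragment […] carrying P301L, 15 uM unlabeled plus 0.24 uM Alexa 594-labeled, was fibrillized with 20 uM heparin in 100 mM sodium acetate pH 7 for 6 hr at 37 C; 30 uM ThT fluorescence read after 1 hr.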
TR SRC2 fluor cs – Total Fluorescence Counterscreen for Inhibitors of the Interaction of Thyroid Hormone Receptor and Steroid Receptor Coregulator 2; TRb/SRC2 Texas Red total fluorescence interference; Potency, µM (titrated, usually from 106 µM), inactives show at the highest dose fluorescence change, negative = quenching; 280,000 tested, 0.29% active; active = well fitted curve in either direction with a large enough effect; inconclusive = small, poorly fitted or top-dose-only effect
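Flags fluorescent or light-absorbing compounds by total fluorescence, S + 2P, at 555 nm excitation and 632 nm emission. Mixture: 20 nM Texas Red SRC2 peptide, 0.6 uM human TRb LBD, 1 uM T3, 5% DMSO; compound exposure 5 h at ambient temperature.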
Tau fluor counter – Counterscreen qHTS for Inhibitors of Tau Fibril Formation, Fluorescence Polarization | tau K18 P301L Alexa594 fluorescence, heparin fibrillization | Potency, µM (doses to about 57.7 µM), without a hit: at the highest dose activity change, negative = decrease | 280,000 tested, 0.93% active; note: nearly all actives have a fitted effect of over 55% in size
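Human tau K18 P301L (15 uM unlabeled, 0.24 uM Alexa 594-labeled) in 100 mM sodium acetate pH 7 with 20 uM heparin, 6 hr at 37 C. ThT 30 uM added, 1 hr ambient; Alexa 594 FP and total fluorescence read at 555/632 nm.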
aGal spleen mod – qHTS Assay for Inhibitors and Activators of Human alpha-Galactosidase From Spleen Homogenate. human spleen homogenate, 4MU-alpha-Gal fluorescence, 40 min. Potency, µM (highest dose often 80 µM), for inactives: at the top dose activity change, negative = inhibition, hits mostly inhibitors. 240,000 tested, 0.008% active. AID 2107, 2009;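 note: 0% = enzyme with vehicle and -100% = no enzyme basal signal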
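qHTS titration in buffer at pH 5.0. Alpha-galactosidase activity in spleen homogenate was measured via 4-methylumbelliferone release from 1 mM fluorogenic substrate after 40 min at 37C and a pH 10 stop. AC50 came from Hill fits of control-normalized data.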
* = called active by the depositor; ? = inconclusive; nt = not tested or not shown; & = joins results of further samples; ! = not confirmed by another sample; [ ] = remark or other dose. Unless noted, calls come from the whole dose curve; as a rule, active = well fitted curve in the direction sought with a large enough effect; inconclusive = small, poorly fitted or top-dose-only effect, or another doubt; inactive = no such curve, though single readings can be large; an effect the other way counts as inactive or inconclusive. Unless noted, % is set by controls: 0 for no effect and ±100 for the full control effect; potency is the fitted concentration of half-maximal effect. Only part of the results is shown. The share of hits here may be higher or lower than overall.

Values run as follows: Tau FP inhib	ALDH1A1 inh	TRb SRC2 PPI	L3MBTL1 inh	Tau ThT inhib	TR SRC2 fluor cs	Tau fluor counter	aGal spleen mod
- Cc1nn(Cc2ccccc2Cl)c(C)c1C(=O)OCC(=O)NC1CCS(=O)(=O)C1 (stereo unspecified)
    -5%	1%	-3%	-1%	-4%	1%	-5%	2%
- CCN(CC)P(c1n(C)cc[n+]1C)N(CC)CC
    2%	7%	-3%	12%	0%	0%	2%	-6%
- Cc1cc(C)cc(-n2c(O)c(C=Nc3ccc(N4CCOCC4)cc3)c(=O)[nH]c2=S)c1
    6%	5%	1%	-5%	?	1%	-8%	-1%
- COc1ccc(CC[n+]2cc(/N=C(\C)[O-])on2)cc1OC
    5%	6%	6%	-1%	3%	-3%	8%	-1%
- CNC(C)Cc1ccccc1OC (stereo unspecified)
    3%	-4%	-1%&-3%	nt	2%	-9%&3%	0%	20%&3%
- COc1ccccc1NC(=O)CCn1cnc2onc(-c3ccc(F)cc3)c2c1=O
    -9%	nt	6%	nt	-11%	2%	?	nt
- Cc1[nH]c2ccc(Cl)cc2c1C1=CCNCC1
    ?	10%	1%	nt	-17%	0%	-30%	5%
- Cn1c(O)c(C(=Nc2ccccc2)SCc2ccccc2Cl)c(=O)n(C)c1=O
    -6%	nt	2%	nt	nt	0%	-17%	12%
- COc1ccc(OC)c(NP(=O)(Oc2ccc(Cl)cc2)Oc2ccc(Cl)cc2)c1
    12%	?	-2%	-6%	-10%	-3%	-18%	4%
- O=C(Nc1ccon1)c1cccn(Cc2cccc([N+](=O)[O-])c2)c1=O
    -15%	nt	-3%	nt	-5%	-3%	-9%	nt
- COC(=O)OCC12CCC(O1)C1(C)C(=O)OCC21 (stereo unspecified)
    0%	1%	-3%	5%	3%	4%	11%	-8%
- CN1CCc2cc3c(cc2C1C1OC(=O)c2c1ccc1c2OCO1)OCO3 (stereo unspecified)
    -2%&-2%	-11%&7%	-8%&-1%	nt	-9%&2%	-2%&0%	-12%&-6%	-2%&0%
- O=c1c2ccccc2nc(/C=C\c2ccc(F)cc2)n1-c1ccccc1F
    -6%	nt	4%	nt	6%	0%	-1%	nt
- O=c1[nH]c(=O)n(-c2ccccc2)c(O)c1C=NC12CN3CN(CN(C3)C1)C2
    4%	5%	-2%	17%	-4%	1%	6%	2%
- CCN1C(=O)c2ccccc2Sc2ccc(NC(=O)Nc3ccc(Br)c(C)c3)cc21
    16µM*	nt	0%	nt	14%	-15%	?	nt
- C[C@H]1CN(C2CCC(C#N)(c3ccc(F)cc3)CC2)CC[C@@]1(C(=O)O)c1ccccc1 (stereo partly specified)
    nt	-8%[20.9 µM]	-6%[53 µM]	nt	nt	-2%[53 µM]	nt	0%[29.1 µM]
- CCCCCCC(C)(C)c1ccc([C@@H]2C[C@H](O)CC[C@@H]2CCCO)c(O)c1
    4%	?	-7%	nt	-13%	-2%	-15%	10%
- O=c1[nH]c(=O)n(-c2cccc3ccccc23)c(O)c1C=NCCCn1ccnc1
    -2%	7%	2%	nt	-16%	0%	-6%	2%
- O=[N+]([O-])/C(Cl)=C1\NCCN1Cc1ccc(Cl)nc1
    -3%	?	10%[53 µM]	2%	0%	1%[53 µM]	-4%	3%
- Cc1ccc(CNC(=O)c2ccc(Nc3nc4ccccc4n4nnnc34)cc2)cc1
    -11%	nt	2%	nt	-17%	-2%	?	nt
- CN1C(=O)C(=Cc2coc3ccccc3c2=O)C(=O)N(C)C1=O
    ?	0.89µM*	-3%	0%	?	2%	-8%	0%
- NCCCP(=O)(O)CC1CCCCC1
    4%&-3%	7%&12%	-8%&-1%	nt	8%&-7%	-3%&0%	5%&-10%	-15%&-2%
- O=C1NC(=O)N(c2ccccc2)C(=O)/C1=C/c1ccc2c(c1)Cc1ccccc1-2
    ?	?	-4%	nt	?	0%	-13%	-4%
- COP(=O)(OC)C1(Nc2ccc(C)cc2)CCCCC1
    6%	9%	2%	nt	-13%	-2%	-10%	9%
- CN1CCC2(O)OCCCC2C1 (stereo unspecified)
    3%	15%	0%	4%	-8%	-1%	-13%	0%
- O=c1c2ccccc2nc(/C=C/c2ccc(O)cc2)n1-c1ccccc1O
    5%	-12%	6%	5%	-16%	-1%	?	0%
- O=C1C2CCN(CC2)C1Cc1ccc(OCCOc2ccccc2)cc1 (stereo unspecified)
    -2%	-6%	-4%	4%	1%	1%	-1%	?
- C=CCN1C(=O)CSc2ccc(C(=O)N3CCC4(CC3)OCCO4)cc21
    -5%	?	3%	3%	5%	0%	0%	-12%
- C=CCN1C(=O)NC(=O)/C(=C/c2ccc(OC)c(CSc3ccccn3)c2)C1=O
    -9%	13µM*	nt	-9%	?	nt	-7%	2%
- COc1ccc(CCC(C)NCCc2ccccc2)cc1 (stereo unspecified)
    1%	6%	3%	nt	2%	-6%	-8%	2%
- CN(C)CCC=C1c2ccccc2CCc2ccccc21
    -2%&6%&-6%	18µM*!	-4%	-23%	?	0%	-9%&-1%&-6%	1%
- CC(C)(C)C(O)(CCc1ccc(Cl)cc1)Cn1cncn1 (stereo unspecified)
    nt	?	5%[201 µM]	nt	nt	-2%[201 µM]	nt	-1%
- Cc1[nH]nc2c1C1(CCC(c3ccccc3)CC1)C(C#N)=C(N)O2 (stereo unspecified)
    -6%	?	6%	0%	-10%	-3%	-20%	0%
- COc1ccc(CN2C(=O)NC(=O)/C(=C/c3ccc(OC)c(OC)c3OC)C2=O)cc1
    3%	nt	-7%	39%[activator]	-18%	-7%	-4%	12%
- O=C(C1CC(=O)N(C2CCCC2)C1)N1CCC2(CC1)OCCO2 (stereo unspecified)
    2%	3%	5%	-4%	1%	-4%	1%	5%
- CN(C)c1ccc([P+](=O)c2ccc(N(C)C)cc2)cc1
    0%	-13%	-3%	nt	-11%	-3%	-7%	-2%
- S=c1[nH]c2ccccc2[nH]1
    ?	?	-5%&12%	-3%	8%	1%&-2%	8%	-9%&5%
- COc1ccc(C(=O)Oc2cccc3cccnc23)cc1S(=O)(=O)N1CCOCC1
    15%	?	-1%	-23%	9%	0%	10%	7%
- COc1ccc2c(c1)CC1(CN2C)C(=O)NC(=O)N(c2ccc(C)cc2)C1=O (stereo unspecified)
    -10%	?	-1%	nt	?	1%	-22%	-13%
- CC(C)C(=O)c1cn(Cc2ccc(C#N)cc2)c2ccccc12
    0%	9%	-22%	1%	-2%	-2%	-15%	-6%
- ClCc1ccccc1
    nt	-3%	1%	nt	nt	-2%	nt	7%
- O=C(NC1(C(F)(F)F)Oc2ccccc2O1)N1CCC2(CC1)OCCO2
    8%	?	4%	?	?	1%	-8%	5%
- OC(c1ccccc1)(c1ccccc1)C1CCNCC1
    -12%	7%	-6%	nt	-13%	-2%	-9%	-6%
- CC(=O)OC[C@H](N)C(=O)c1ccccc1
    5%	?	-3%	nt	-13%	-4%	-10%	1%
- Fc1ccc2c(c1)nnn2C1CCN(Cc2c(Cl)cccc2Cl)CC1
    2%	7%	0%	3%	-9%	1%	-7%	2%
- Cc1cccc(C)c1O
    nt	?	-1%	nt	nt	-1%	nt	3%
- NC[C@H](CP(=O)(O)O)c1ccc(Cl)cc1
    -4%	5%	4%	nt	-8%	-2%	-7%	2%
- C/C(=N\NP(=S)(c1ccccc1)c1ccccc1)c1ccc(O)cc1O
    -3%	nt	5%	nt	?	-1%	32µM*[quencher]	-3%
- Cc1ccc(N)cc1[N+](=O)[O-]
    nt	?	0%	nt	nt	-4%	nt	6%
- O=C(c1ccccc1F)c1cn(Cc2ccc(F)cc2)c2ccccc12
    ?	?	-7%	14%	-4%	-5%	-27%	-6%

New compounds follow.
Values run as follows: Tau FP inhib	ALDH1A1 inh	TRb SRC2 PPI	L3MBTL1 inh	Tau ThT inhib	TR SRC2 fluor cs	Tau fluor counter	aGal spleen mod
- O=C(Cc1ccc([N+](=O)[O-])cc1)N1CCN(Cc2ccc3c(c2)OCO3)CC1
    8%	nt	-4%	-4%	-7%	0%	-10%	-1%
- CCOc1ccc(-n2c(-c3ccoc3)nc3ccccc3c2=O)cc1
    3%	?	-5%	nt	-10%	1%	-11%	-1%
- CCOC(=O)c1ccccc1C(=O)OCC
    nt	4%&5%	-6%[201 µM]	nt	nt	-3%[201 µM]	nt	4%&-2%
- CCC[CH2][Sn]([Cl])([Cl])[Cl]
    nt	?	-7%[201 µM]	nt	nt	-5%[201 µM]	nt	-9%
- CCN(CC)C(=O)N[C@@H]1C[C@H]2c3cccc4[nH]cc(c34)C[C@@H]2N(C)C1
    nt	13%&16%[20.9 µM]	1%&8%[53 µM]	nt	nt	-3%&-2%[53 µM]	nt	11%&5%[29.1 µM]
- CCC(=O)Nc1ccc(C(=O)OCc2ccccc2Cl)cc1
    ?	-7%	-8%	nt	-4%	-1%	?	2%
- Cc1c(CCC(=O)N2CCCCC2)c(=O)oc2cc3occ(C(C)(C)C)c3cc12
    14%	nt	-3%	nt	?	-1%	-8%	nt
- N#Cc1c(/N=C/c2c(O)n(Cc3ccco3)c(=O)[nH]c2=O)sc2c1CCCC2
    ?	28µM*	-13%	14µM*	20µM*	0%	-23%	-18%
- Cc1cccc(N2C(=O)NC(=O)/C(=C/c3cc4c(cc3[N+](=O)[O-])OCO4)C2=O)c1
    2%	36%[activator]	-1%	nt	?	1%	-6%	5%
- CC1CCC2C(C)C(=O)OC3OC4(C)CCC1C32OO4 (stereo unspecified)
    -18%	?	-2%	nt	-6%	-2%	-13%	-12%
